FEN1 inhibitor – blocks human flap endonuclease 1; P39748; Recombinant FEN1 flap cleavage, fluorescence, 15 min; Potency, µM (series often up to 114 µM), inactives show top-dose activity change, negative = inhibition, actives largely listed as inhibitors; 390,000 tested, 0.35% active; note: nearly all actives have a fitted effect of over 65% in size
Target sequence (P39748 whole entry, looked up): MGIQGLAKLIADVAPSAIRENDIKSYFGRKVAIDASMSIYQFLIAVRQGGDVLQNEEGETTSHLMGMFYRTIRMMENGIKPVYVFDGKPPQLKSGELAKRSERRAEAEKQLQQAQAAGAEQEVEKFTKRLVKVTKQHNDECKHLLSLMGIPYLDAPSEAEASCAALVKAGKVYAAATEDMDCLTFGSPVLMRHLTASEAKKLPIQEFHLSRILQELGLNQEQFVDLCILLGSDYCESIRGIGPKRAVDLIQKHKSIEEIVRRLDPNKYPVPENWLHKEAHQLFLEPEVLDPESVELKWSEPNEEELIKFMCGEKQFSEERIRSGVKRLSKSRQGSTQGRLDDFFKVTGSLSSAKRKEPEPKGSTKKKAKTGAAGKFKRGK
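Quantitative HTS format: each compound was titrated, incubated with 10 nM nuclease for 15 min at room temperature, then challenged with flap substrate at 50 nM final. Signal change over 15 min gave concentration–effect curves.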
TDP1 inh – blocks human tyrosyl-DNA phosphodiesterase 1. AID 485290. Potency, µM (doses to about 130 µM), for the others: top-dose activity change, negative = inhibition, most hits filed as inhibitors. recombinant TDP1, AlphaScreen DNA substrate cleavage. Q9NUW8. 350,000 tested, 0.28% active; note: nearly all actives have a fitted effect of over 40% in size
Target sequence (Q9NUW8 whole entry, looked up): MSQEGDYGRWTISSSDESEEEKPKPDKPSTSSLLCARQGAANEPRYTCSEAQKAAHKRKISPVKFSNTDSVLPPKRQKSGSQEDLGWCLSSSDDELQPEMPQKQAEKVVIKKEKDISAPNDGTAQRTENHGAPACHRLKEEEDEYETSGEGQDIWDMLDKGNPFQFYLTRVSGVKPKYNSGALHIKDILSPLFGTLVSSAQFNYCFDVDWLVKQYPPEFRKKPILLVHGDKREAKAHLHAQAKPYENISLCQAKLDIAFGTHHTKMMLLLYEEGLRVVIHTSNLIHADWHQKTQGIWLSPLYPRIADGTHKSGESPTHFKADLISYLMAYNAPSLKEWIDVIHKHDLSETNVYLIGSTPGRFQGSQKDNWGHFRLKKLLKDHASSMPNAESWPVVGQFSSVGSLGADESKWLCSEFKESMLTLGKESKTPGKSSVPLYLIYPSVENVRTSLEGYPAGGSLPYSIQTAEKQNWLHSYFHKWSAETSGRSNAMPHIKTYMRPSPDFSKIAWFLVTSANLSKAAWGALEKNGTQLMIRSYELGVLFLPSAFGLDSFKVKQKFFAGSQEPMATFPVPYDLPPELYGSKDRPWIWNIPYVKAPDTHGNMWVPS
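Here, a 5' biotin and 3' phosphotyrosine-FITC DNA oligonucleotide reports Tdp1 activity: intact substrate bridges AlphaScreen beads, while cleavage leaves a 3' phosphate and drops signal. All incubations at room temperature.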
N370S GC – inhibits or activates N370S mutant glucocerebrosidase | N370S GC spleen homogenate, 4MU-glucoside fluorescence | Potency, µM (series often up to 59.4 µM), inactives show at the highest dose activity change, negative = inhibition, usual class: inhibitors | 330,000 tested, 0.092% active;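 note: 0% = full enzyme activity and -100% = no enzyme basal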
Active calls of the source: *; ? = inconclusive; . = no result given; & = joins results of further samples; [ ] = another dose, or the depositor's remark. Calls come from the whole dose curve; as a rule, active = well fitted curve in the direction sought with a large enough effect; inconclusive = small, poorly fitted or top-dose-only effect, or another doubt; inactive = no such curve, though single readings can be large; an effect the other way counts as inactive or inconclusive. Unless noted, % is set by controls: 0 for no effect and ±100 for the full control effect; potency is the fitted concentration of half-maximal effect.

FEN1 inhibitor	TDP1 inh	N370S GC	molecule
17%	.	-5%&-13%	COCCN=C1N[C@@H](c2ccccc2)C(C(=O)OC)=C(C)N1Cc1ccccc1
-14%	6%	-20%	CCOc1ccc(-n2c(SCC(=O)Nc3ccc(OC)cc3)nc3sc4c(c3c2=O)CCN(C)C4)cc1
1%	-1%[12.3 µM]	.	CC(C)(C)c1ccc(C(=O)Nc2ccc(NC(=O)c3ccc(Cl)c(Cl)c3)cc2)cc1
6%	2%	7%	CCOc1cc(C2/C(=C(\O)c3cc(C)ccc3C)C(=O)C(=O)N2CCN(C)C)ccc1O (stereo not given)
0%	8%	-5%	O=C1/C(=C/c2ccccc2F)SC(=S)N1CC(=O)N1CCCCC1c1cccnc1 (stereo not given)
15%	3%	-9%	O=C(Nc1nccs1)c1cccc(S(=O)(=O)N2CCCC2)c1
6%	-3%	-1%	O=C(CNc1cccc2ccccc12)c1ccc([N+](=O)[O-])cc1
-11%	-3%	-6%[12.8 µM]	CCOC(=O)c1cc2sccc2n1CC(=O)O
10%	8%	-6%	Cc1cc2cc(CNC(=O)Nc3cccc(Cl)c3)ccc2n1C
5%	0%	12%	CC(C)(C)NS(=O)(=O)c1cccc(S(=O)(=O)c2cccc(S(=O)(=O)NC(C)(C)C)c2)c1
-8%	-3%	13%	CCCC1=C(C(=O)OCC)C(c2ccc(OC)c(CSc3ccccn3)c2)C(C#N)=C(N)O1 (stereo not given)
-3%	2%	2%	CCn1c2ccccc2c2cc(NC(=O)C(C)Oc3ccc(OC)cc3)ccc21 (stereo not given)
13%	0%	19%	CCOc1ccccc1NC(=O)COC(=O)c1cccc(-c2ccc(OC(C)=O)cc2)c1
-1%	3%	7%	O=C(COC(=O)COc1ccccc1[N+](=O)[O-])Nc1cccc(Br)c1
-7%	3%	1%	C=CCn1c(C)cc(C(=O)COc2ccc(C)nc2[N+](=O)[O-])c1C
2%	1%	3%	Cc1cc(Cl)ccc1Oc1ccc(C(N)=O)cc1[N+](=O)[O-]
-5%	3%	-1%	Cc1ccc(S(=O)(=O)Nc2cccc(-c3ccc(N4CCCCCC4)nn3)c2)cc1
-5%	6%	-2%	Cc1ccsc1/C=N/N1CCN(Cc2ccccc2)CC1
-6%	1%[56.1 µM]	.	Nc1ncnc2c1ncn2[C@@H]1O[C@H](CNC(=O)[C@@H](N)Cc2ccccc2)[C@@H](O)[C@H]1O
-1%	8%	-9%	CCOC(=O)c1ccc(N2CCN(C(=O)c3ccccc3)CC2)c(NC(=O)c2ccco2)c1
-5%	9%	10%	O=C(NNC(=S)Nc1ccc(F)cc1)C1[C@H]2CCCC[C@@H]12 (stereo not given in full)
-1%	4%	-4%	O=C(CCS(=O)(=O)c1ccccc1Cl)NCCC1=CCCCC1
0%	2%	-7%	CCCC(=O)N1CCN(c2ccc([N+](=O)[O-])cc2Cl)CC1
-21%	0%	.	CC1(C)C2CCC1(C)C(NC(=O)COC(=O)c1ccc(S(C)(=O)=O)c([N+](=O)[O-])c1)C2 (stereo not given)
-11%	4%	0%	O=C(Oc1cccc(NC2=NS(=O)(=O)c3ccccc32)c1)c1ccncc1
8%	-2%	9%	Cc1cc(O)c(C(=O)c2ccccc2C(=O)O)cc1C
11%	0%	-2%	COc1ccc(/C=N/N2CCN(C)CC2)cc1OC
0%	-6%	-2%	CSc1ccccc1NC(=O)c1cc(S(=O)(=O)N(C)C)ccc1N1CCCC1
11%	2%	3%	CCOCc1cnc(C)nc1NCC(=O)c1c(C)n(C)c2ccc(OC)cc12
17%&1%	6%&1%	5%	CCSc1ncc(Cl)c(C(=O)Nc2cc(C)ccc2C)n1
14%	0%	.	COc1cc(S(=O)(=O)N(C)Cc2ccc3c(c2)OCCO3)ccc1NC(C)=O
-7%	7%	.	CCOC(=O)N1CCN(Cc2nc3cc(NC(=O)c4cccc(C)c4)ccc3n2C(C)C)CC1
-3%	.	-2%	CC1(C)Cc2cccc(OCC(=O)OCC(=O)Nc3ccccc3)c2O1
0%	5%	3%	CCOC(=O)Cc1csc(N(C)C)n1
-4%	8%	17%	CCn1c(Nc2ccccc2Cl)nc2ccccc21
5%	-2%	-2%	COCCCNC(=O)CC(NS(=O)(=O)c1ccc(F)cc1)c1ccc(OC)cc1 (stereo not given)
-5%	-2%	6%	O=C(Nc1ccc2c(c1)OCO2)c1cccc(F)c1
-7%	0%	.	Cn1c(=O)c2c(nc(CN3CCN(c4ccccc4F)CC3)n2Cc2ccccc2F)n(C)c1=O
-12%	-5%	.	COc1ccc(CNC(=O)Cn2ncc3c4ccccc4n(Cc4cccc(Cl)c4)c3c2=O)cc1
?	8%	-1%	O=c1c(-c2ccc([N+](=O)[O-])cc2)coc2c(O)c(O)ccc12
-2%	2%	2%	Cc1nn(CC(=O)N/N=C/c2ccc(F)cc2)c(C)c1[N+](=O)[O-]
.	11%	-1%	CCCCc1nn(-c2ccccc2C(F)(F)F)c(=O)n1Cc1ccc(-c2ccccc2S(=O)(=O)NC(=O)c2sccc2C)cc1
.	3%	-28%	COc1ccc(-c2nsc3c(SCC(=O)Nc4cc(C)ccc4C)ncnc23)cc1
?	6%	15%	FC(F)(F)c1cc(CCN2C(=S)NC[C@@H]2Cc2ccccc2)cc(C(F)(F)F)c1
.	10%	3%	COc1ccc2c(c1)O[C@H](c1ccc3c(c1)OCO3)[C@@H](OC(=O)NCCc1ccc(OC)c(OC)c1)C2=O
-10%	6%	0%	CC[n+]1c(C)cc2c(sc3ccccc32)c1C
-4%	-3%	-3%	CCOC(=O)CN(C#N)c1nc(C)cc(C)n1
-2%	1%	.	CCOC(=O)[C@H]1[C@H]2COc3ccc(Cl)cc3[C@@H]2N2C(=O)[C@@H](CO)NC(=O)[C@@]12C
15%	2%	0%	Cc1ccc2oc(C(=O)NCCCN3CCOCC3)c(C)c2c1
-10%	10%	11%	CCC(C)(C)C1CCc2[nH]nc(C(=O)N/N=C(\C)c3ccco3)c2C1 (stereo not given)
8%	4%	0%	O=C(N/C(=C\c1ccccc1)C(=O)N1CCOCC1)c1ccc(Br)o1
19%	.	-13%	COc1ccc(OCC(=O)Nc2cc(NC(=O)COc3ccc(OC)cc3)cc(C(=O)O)c2)cc1
-1%	-6%[56.1 µM]	5%	CCOC(=O)CSc1nnc2cc(C)c3ccccc3n12
0%	-13%	-7%	Cc1cc(S(=O)(=O)NCCc2ccccc2)ccc1-n1cnnn1
0%	5%	3%	COc1cccc(C2C(C#N)=C(N)OC(C(C)(C)C)=C2C#N)c1 (stereo not given)
8%	9%	27%	O=C(NNc1nc2ccc(Cl)cc2s1)c1cc(-c2cccs2)nc2ccccc12
-5%	8%	12%	C=CCc1ccc(OCC(O)CN2CCN(Cc3ccc(Cl)cc3)CC2)c(OC)c1 (stereo not given)
1%	3%	.	COc1ccc(N2CCN(Cc3cccn3-c3nnc(N4CCN(C5CCCCC5)CC4)s3)CC2)cc1
2%	7%	0%	COc1ccc(-c2cc(=O)oc3cc(OCC(=O)N(C)C)ccc23)cc1
-2%	-3%	-9%	CCN(CC)CCNC(=O)c1ccc(NC(=O)c2cc(S(=O)(=O)N3CCCCC3)ccc2C)cc1

Seven entries out of the list, arranged by molar mass, falling:
FEN1 inhibitor	TDP1 inh	N370S GC	molecule
-12%	-5%	.	COc1ccc(CNC(=O)Cn2ncc3c4ccccc4n(Cc4cccc(Cl)c4)c3c2=O)cc1
6%	2%	7%	CCOc1cc(C2/C(=C(\O)c3cc(C)ccc3C)C(=O)C(=O)N2CCN(C)C)ccc1O (stereo not given)
-3%	2%	2%	CCn1c2ccccc2c2cc(NC(=O)C(C)Oc3ccc(OC)cc3)ccc21 (stereo not given)
11%	2%	3%	CCOCc1cnc(C)nc1NCC(=O)c1c(C)n(C)c2ccc(OC)cc12
11%	0%	-2%	COc1ccc(/C=N/N2CCN(C)CC2)cc1OC
-5%	-2%	6%	O=C(Nc1ccc2c(c1)OCO2)c1cccc(F)c1
-4%	-3%	-3%	CCOC(=O)CN(C#N)c1nc(C)cc(C)n1

(more compounds)
FEN1 inhibitor	TDP1 inh	N370S GC	molecule
-8%	0%	6%	O=C(CSc1nnc(CNc2cccc(C(F)(F)F)c2)n1Cc1ccco1)NCc1ccco1
9%	.	3%	Cc1ccccc1-c1nc(C#N)c(N2CCC(C)CC2)o1
0%	0%	12%	O=C(CN1CCCC1)Nc1ccc2c(c1)CCC2
5%	4%	-7%	CCCN(CCC)Cc1c(C(=O)N/N=C/c2ccoc2)nnn1-c1nonc1N
-8%	-1%	.	CC1CCc2c(sc(NC(=O)c3cc(-c4ccc(F)cc4)on3)c2C(N)=O)C1 (stereo not given)
-1%	4%	8%	CC(C)C(NC(=O)COc1ccc2ccccc2c1)C(=O)N/N=C/C=C/c1ccccc1 (stereo not given)
-13%	1%	11%	COC(=O)c1ccc(C2=NOC(C)(c3sc(-c4ccc(Cl)cc4)nc3C)C2)cc1 (stereo not given)
5%	.	6%	Cc1ccc(Cl)cc1NC(=O)CNCC(c1ccccc1)N(C)C (stereo not given)
4%	1%[0.0935 µM]	0%	Cc1cc(NS(=O)(=O)c2ccc(NC(=O)c3ccccc3C)cc2)no1
11%	-3%	.	Cc1ccsc1C(=O)OCC(=O)Nc1ccc(Cl)cn1
13%	6%	-12%	CCc1cccc(CC)c1NC(=O)CSc1nnc(C2CC2)n1C
-5%	3%	1%	COc1ccc(S(=O)(=O)N2CCCOC2CNC(=O)C(=O)NCc2ccccn2)cc1 (stereo not given)
9%	5%	8%	CC(=O)c1ccc(NC(=O)CSc2nnc(Cn3cnc4ccccc43)o2)cc1
6%	6%	6%	CCOc1cc(/C=C2/NC(=O)N(CC(=O)Nc3cccc(C)c3)C2=O)ccc1OCC(N)=O
0%	7%[56.1 µM]	-5%	Cc1cccc(OCCCC(=O)Nc2ccc(S(=O)(=O)Nc3nccs3)cc2)c1C
-1%	3%	.	Cc1cc(C)cc(NC(=O)CN2C(=O)COc3ccc(S(=O)(=O)Nc4ccccc4)cc32)c1
0%	3%	.	CC[C@@]1(C(=O)OC)N[C@H](CN(C)C(=O)Nc2ccc(F)cc2)[C@@H]2C(=O)N(C)C(=O)[C@@H]21
3%	4%	3%	COc1ccccc1OCC(=O)Nc1cccc(C(=O)N2CCOCC2)c1
-4%	2%	1%	CC1(C)Nc2ccccc2N(CC(=O)N2CCCCC2)C1=O
-3%	0%	5%	O=C(CSc1nc2ccccc2o1)Nc1ccccc1N1CCCCCC1
-2%	4%	-2%	Cc1ccc(-n2nc(C(N)=O)nc2-c2ccccc2)cc1
21%	1%	-1%	COCC(C)NC(=O)c1cc(OC)cc(OC)c1 (stereo not given)
12%	3%	5%	Cc1cc(C)n(-c2cc(O)c(-n3nc(C)cc3C)cc2O)n1
-1%	3%	0%	CSc1nc(N)cc(=O)[nH]1
4%	4%	10%	CCN1C(=O)/C(=C\N2CCN(C(=O)c3ccco3)CC2)SC1=S
-15%	2%	2%	COC(=O)C1Cc2c([nH]c3ccccc23)CN1 (stereo not given)
-4%	4%	6%	CCn1ncc(-c2csc(N)n2)c1C
6%	1%	.	Cc1ccc(C)c(NC(=O)Cn2c(=O)n(CCC(=O)NCc3ccc4c(c3)OCO4)c(=O)c3ccccc32)c1
5%	5%	-20%	CCCCN(C(=O)CCC(=O)Nc1cc(C)on1)C(C(=O)NC1CCCC1)c1ccccc1C (stereo not given)
2%	-1%	-2%	CCC(C)(C)NC(=O)C(c1cccn1C)N(Cc1ccccc1)C(=O)Cn1nnc2ccccc21 (stereo not given)
-2%	-1%&11%	-17%	O=c1c(O[C@@H]2O[C@H](CO)[C@@H](O)[C@H](O)[C@H]2O)c(-c2ccc(O)cc2)oc2cc(O)cc(O)c12
14%	0%	-3%	Cc1ccc(NC(=O)C2CCN(c3ncnc4c3nc3n4CCCCC3)CC2)cc1Cl
-1%	-1%	-27%	CCN(CC)S(=O)(=O)c1ccc(O)c(NC(=O)c2ccc(N3CCOCC3)c([N+](=O)[O-])c2)c1
-8%	0%	19%	Cc1ccsc1C(=O)OCC(=O)Nc1sccc1C(N)=O
-5%	8%	1%	CCN(CC)S(=O)(=O)c1ccc2c(c1)[nH]c(=S)n2CC
-4%	7%	-12%	CC(NC(=O)CNC(=O)C1CCCCC1)c1cccc(Cl)c1 (stereo not given)
-4%	-3%	5%	N/C(=N\OC(=O)/C=C/c1ccccc1)c1ccc(Br)cc1
-22%	10%	-9%	O=C(c1noc2c1CCCC2)N1CCc2ccccc2C1

By substructure, the compounds so far with a COOH group.
FEN1 inhibitor	TDP1 inh	N370S GC	molecule
-11%	-3%	-6%[12.8 µM]	CCOC(=O)c1cc2sccc2n1CC(=O)O
8%	-2%	9%	Cc1cc(O)c(C(=O)c2ccccc2C(=O)O)cc1C
19%	.	-13%	COc1ccc(OCC(=O)Nc2cc(NC(=O)COc3ccc(OC)cc3)cc(C(=O)O)c2)cc1

Assay outcomes as filed in PubChem BioAssay.
